# High-throughput results from PubChem BioAssay.
# L3MBTL1 inh: inhibitors of human L3MBTL1; 0.66% of 230,000 active; AID 485360; Q9Y468; Potency, µM (titrated, usually from 57.1 µM), without a hit: top-dose activity, negative = inhibition, actives largely listed as inhibitors; AlphaScreen L3MBTL1–H3K9me1 peptide binding; further: on the % scale 0 is the no-effect control and ±100 the full control effect; nearly all actives have a fitted effect of over 60% in size
# Target sequence (Q9Y468 whole entry, looked up): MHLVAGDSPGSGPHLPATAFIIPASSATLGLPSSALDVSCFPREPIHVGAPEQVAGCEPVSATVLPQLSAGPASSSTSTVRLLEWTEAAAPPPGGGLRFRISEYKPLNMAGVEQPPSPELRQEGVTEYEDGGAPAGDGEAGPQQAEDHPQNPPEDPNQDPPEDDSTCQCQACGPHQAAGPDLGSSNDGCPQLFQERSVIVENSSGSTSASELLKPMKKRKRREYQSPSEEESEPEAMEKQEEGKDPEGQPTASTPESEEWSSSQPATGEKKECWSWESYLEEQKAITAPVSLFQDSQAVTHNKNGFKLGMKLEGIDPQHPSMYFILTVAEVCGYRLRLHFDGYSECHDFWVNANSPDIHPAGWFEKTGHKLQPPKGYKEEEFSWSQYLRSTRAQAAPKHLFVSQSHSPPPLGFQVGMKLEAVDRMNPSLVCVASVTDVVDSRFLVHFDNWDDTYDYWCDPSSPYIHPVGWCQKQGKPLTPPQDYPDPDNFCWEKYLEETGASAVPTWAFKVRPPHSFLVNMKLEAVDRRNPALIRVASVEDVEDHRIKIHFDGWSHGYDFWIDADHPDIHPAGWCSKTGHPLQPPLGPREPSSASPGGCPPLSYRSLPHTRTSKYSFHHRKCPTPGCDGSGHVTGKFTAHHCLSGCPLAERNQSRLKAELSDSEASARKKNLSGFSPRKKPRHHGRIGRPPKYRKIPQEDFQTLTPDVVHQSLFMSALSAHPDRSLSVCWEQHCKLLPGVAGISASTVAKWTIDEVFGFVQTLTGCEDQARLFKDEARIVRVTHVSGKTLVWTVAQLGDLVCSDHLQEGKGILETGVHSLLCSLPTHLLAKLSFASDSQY
#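 First, the protein-peptide complex forms for 30 min at room temperature (L3MBTL1 50 nM, biotinylated H3K9me1 peptide 75 nM). Next, compounds are pin-transferred and incubated 30 min. Finally, AlphaScreen beads are added and read after 30 min.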
# HTT ATP protect: Huntington cell model cytoprotection by ATP luminescence. PC12 HTT-Q103 induced, cytoprotection, ATP luminescence, 40 h. Potency, µM (top dose mostly 56.4 µM), for the others: cytoprotection (ATP increase), actives largely listed as activators. 0.14% of 230,000 active. AID 1471;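 further: % of control where 0% means no effect; nearly all actives have a fitted effect of over 45% in size; toxic huntingtin expression switched on by the ecdysone agonist tebufenozide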
#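 Stable PC12 Q103-GFP cells in serum-supplemented, phenol red-free DMEM; induction by tebufenozide at 100 nM final; compound dose series; cell viability quantified luminescently from ATP.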
# Tau ThT inhib: blocks human tau fibril formation measured by thioflavin T; 2.1% of 270,000 active; recombinant tau K18 P301L, heparin-induced fibrillization, ThT fluorescence; Potency, µM (doses to about 57.4 µM), for the others: top-dose activity, negative = inhibition, hits mostly inhibitors; P10636; further: on the % scale 0 is the no-effect control and ±100 the full control effect; nearly all actives have a fitted effect of over 55% in size
# Target sequence (P10636 561-689 P618L limits assumed): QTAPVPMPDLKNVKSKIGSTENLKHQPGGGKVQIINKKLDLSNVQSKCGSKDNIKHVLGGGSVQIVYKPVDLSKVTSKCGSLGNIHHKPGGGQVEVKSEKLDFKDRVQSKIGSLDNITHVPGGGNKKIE
#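 ThT emission at 510 nm, taken 1 hr after adding 30 uM dye, quantifies aggregates formed when 20 uM heparin acts on human tau K18 P301L for 6 hr at 37 C.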
# Tau fluor counter: counter-screen for tau fibril formation inhibitors. tau K18 P301L Alexa594 fluorescence, heparin fibrillization. Potency, µM (titrated, usually from 57.7 µM), without a hit: at the top dose activity change, negative = decrease. 0.93% of 280,000 active; further: on the % scale 0 is the no-effect control and ±100 the full control effect; nearly all actives have a fitted effect of over 55% in size
#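 Human tau K18 P301L (15 uM unlabeled, 0.24 uM Alexa 594-labeled) in 100 mM sodium acetate pH 7 with 20 uM heparin, 6 hr at 37 C. ThT 30 uM added, 1 hr ambient; Alexa 594 FP and total fluorescence read at 555/632 nm.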
# Tau fibril FP: blocks human tau fibril formation measured by polarization; K18 P301L tau heparin fibrillization, Alexa594 FP, 6 h; Potency, µM (titrated, usually from 57.7 µM), for the others: at the top dose activity, negative = inhibition, usual class: inhibitors; 0.39% of 280,000 active; AID 1468; further: on the % scale 0 is the no-effect control and ±100 the full control effect; nearly all actives have a fitted effect of over 55% in size
#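 Human tau K18 […] P301L fragment, 15 uM unlabeled plus 0.24 uM Alexa 594-labeled tau (final), with compound and 20 uM heparin in 100 mM sodium acetate pH 7; 6 hr at 37 C, then Alexa 594 FP read.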
# RECQ1 inh: inhibitors of human RECQ1 DNA helicase. Potency, µM (top dose mostly 57.3 µM), for the others: at the highest dose activity, negative = inhibition, actives largely listed as inhibitors. RECQ1 DNA unwinding, red fluorescence kinetic read. 0.54% of 240,000 active. P46063;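 further: plate controls were vehicle for no effect and no enzyme for full effect; nearly all actives have a fitted effect of over 30% in size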
#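 50 nM RECQ1T1 preincubated 15 min with compound in Tris pH 8.0 buffer with MgCl2, DTT, Tween-20 and 2.5 ug/ml poly(dI-dC); started with 200 nM TAMRA/BHQ-2 forked duplex and 2 mM ATP. Unwinding read as fluorescence (525/598 nm), two reads 2 h apart.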
# TRb-SRC2 inh: disrupts binding of human TR beta to SRC2 | P10828 | TRbeta-SRC2 peptide binding, fluorescence polarization; receptor liganded with 1 µM T3 | Potency, µM (highest dose often 106 µM), without a hit: at the highest dose activity change, negative = inhibition, usual class: inhibitors | 0.065% of 280,000 active;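 further: plate controls were bound peptide for no effect and peptide without receptor for full effect; nearly all actives have a fitted effect of over 50% in size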
#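 Quantitative HTS by FP: 0.6 uM TRb LBD, 20 nM labeled SRC2 20-mer, 1 uM T3, 5% DMSO; 5 hr ambient incubation; % activity per concentration and potencies from concentration series.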
# TR SRC2 fluor cs: alters Texas Red total fluorescence, flagging assay interference | TRb/SRC2 Texas Red total fluorescence interference | Potency, µM (titrated, usually from 106 µM), for inactives: at the highest dose fluorescence change, negative = quenching | 0.29% of 280,000 active; active means well fitted curve in either direction with a large enough effect; inconclusive means small, poorly fitted or top-dose-only effect; further: on the % scale 0 is the no-effect control and ±100 the full control effect
#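 Human TRβ ligand-binding domain (0.6 uM) and Texas Red SRC2 peptide (20 nM) in Tris buffer with 1 uM T3 and 5% DMSO were incubated with pinned compound for 5 hr at ambient temperature. Total fluorescence was computed as S + 2P (555/632 nm).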
# Active calls of the source: *; i = inactive; ? = inconclusive; nt = not tested or not shown; [ ] = another dose, or the depositor's remark. Unless noted, the call rests on the fitted dose curve; in most records, active means well fitted curve in the direction sought with a large enough effect; inconclusive means small, poorly fitted or top-dose-only effect, or another doubt; inactive means no such curve, though single readings can be large; an effect the other way counts as inactive or inconclusive. Potency means the concentration at half of the fitted maximal effect.
# Every second line gives: TR SRC2 fluor cs, Tau fluor counter, HTT ATP protect, TRb-SRC2 inh, RECQ1 inh, Tau ThT inhib, L3MBTL1 inh, Tau fibril FP
O=C(C1CC1)N(CCN(C(=O)C1CC1)c1ccccc1)c1ccccc1
 : -9.3%, 1.2%, -68.8%[inhibitor][10 µM], -6.9%, i, 1.4%, 7.4%, 8.2%
COC(=O)c1ccc(C)c(NC(=O)CN(c2ccc3c(c2)OCO3)S(C)(=O)=O)c1
 : 0.3%, -0.8%, 4.4%, -1.8%, 14.6%, 10.4%, nt, 6.3%
CC(=O)NC(C)c1nc2ccccc2n1Cc1ccccc1F (configuration not stated)
 : 0.8%, -2.9%, 11.0%[1.9 µM], -2.8%, 0.3%, -5.8%, -0.4%, 0.0%
COc1ccc(NC(=O)NCc2ccccn2)cc1
 : 2.0%, -0.1%, -4.3%[10 µM], -8.6%, -3.0%, -6.4%, 6.7%, 4.7%
COc1cccc(/C=C2\N=C(C3CCCCC3)OC2=O)c1OC
 : 0.8%, -6.2%, 2.8%, 0.8%, i, ?, nt, -15.3%
CC(=O)Nc1ccc(S(=O)(=O)Nc2cccc(-c3ccc(N4CCC(C)CC4)nn3)c2)cc1
 : -61.7%, ?, nt, -17.6%, nt, 6.4%, nt, ?
COC(=O)C(O)(NC(=O)NC(C)=O)C(F)(F)F (configuration not stated)
 : 5.2%, -4.3%, 6.9%, 12.1%, -2.7%, 4.7%, -3.6%, 4.5%
O=C1CSc2ccccc2N1Cc1ccc(F)cc1
 : 0.3%, -12.4%, -2.8%[0.074 µM], -24.3%, i, -0.9%, 12.4%, -5.5%
CC(=O)OC1C(OC(C)=O)N(C(C)=O)C(=O)N1C(C)=O (configuration not stated)
 : 4.3%, -3.8%, 13.8%, -0.5%, i, -13.8%, 6.5%, -3.0%
CCN1CCN(c2cc(C)c3cc(NC(=S)N4CCN(c5ccccc5F)CC4)ccc3n2)CC1
 : 0.2%, ?, -44.9%[inhibitor], 1.0%, -19.8%, ?, nt, 3.0%
CC(=O)c1cccc(NC(=O)CN2C(=O)CN(C)C(=O)c3ccccc32)c1
 : -14.1%, 1.9%, nt, -6.1%, nt, 2.6%, nt, -4.0%
NC(=O)c1ccc(C[C@H](C(=O)O)N2C(=O)c3ccc(C(=O)O)cc3C2=O)cc1
 : -1.4%, nt, nt, -10.4%, i, nt, 10.1%, nt
CCCCOc1ccc(CNC(=O)c2cnc3sc(N4CCCC4)nn3c2=O)cc1
 : ?, -1.4%, nt, -21.2%, nt, -1.7%, nt, 1.0%
CC(=O)N1c2ccc(S(=O)(=O)NCC3CCC(C(=O)Nc4cc(C)cc(C)c4)CC3)cc2CC1C (configuration not stated)
 : 0.9%, -19.9%, nt, 5.4%, nt, -7.9%, nt, 5.4%
O=C(c1ccccc1OCc1ccccc1Br)N1CCN(c2ncccn2)CC1
 : 2.4%, 1.1%, -21.7%, 0.0%, -5.0%, -2.5%, -11.5%, -5.5%
CCc1ccccc1Nc1nc2ccccc2n1CC
 : 3.8%, 2.0%, nt, -2.6%, 12.4%, 4.7%, 8.6%, -2.8%
CC1(C)Cc2c(c(=S)nc(-c3ccccc3)n2Cc2cccnc2)CO1
 : -5.3%, 0.6%, 1.2%[10 µM], -3.9%, -10.1%, 0.5%, 1.0%, 5.4%
COc1cc(CN2CCNC(=O)C2CC(=O)NCCc2ncccc2C)cc(OC)c1 (configuration not stated)
 : -1.4%, 2.0%, -21.2%, 2.0%, 8.1%, -5.9%, -5.6%, -4.2%
COc1ccc2c(c1)Cc1sc(NC(=O)c3ccccc3)nc1-2
 : -0.6%, ?, -28.8%, 2.7%, 10.5%, ?, nt, -7.7%
CCOC(=O)C1(C)Oc2ccccc2C(c2ccc(OC)cc2)=C1C(=O)OC (configuration not stated)
 : -0.6%, -16.7%[81.3 µM], -14.4%, 1.9%, -7.8%[81.1 µM], -17.1%[81.4 µM], 5.9%, -1.4%[81.3 µM]
O=C(N/N=C/c1ccc(N2CCOCC2)s1)c1ccccc1Cl
 : -1.6%, -17.5%, -37.2%[inhibitor], -4.4%, -3.0%, ?, -16.7%, -2.9%
Cc1cc(=O)[nH]c(N/N=C/c2sccc2C)n1
 : -2.9%, 11.5%, -13.6%[10 µM], -0.2%, 2.8%, 7.6%, -7.0%, 8.2%
Cc1ccc(Nc2ccc(C(=O)NCCc3ccccc3)cn2)cc1
 : 0.1%, ?, 7.2%[10 µM], 9.7%, 6.5%, ?, 4.2%, 7.6%
Cc1nc2nc(C)c(CCC(=O)N3CCc4ccccc43)c(C)n2n1
 : -0.2%, 5.3%, ?, -11.4%, -0.3%, 0.5%, 4.9%, 1.1%
CCn1c(=O)cc(N2CCOCC2)[nH]c1=O
 : -1.5%, -2.0%, -31.2%[inhibitor], 3.1%, i, 8.2%, nt, -4.7%
COc1cccc(N2CCN(C(=O)c3cc4c(=O)oc5ccc(C)cc5c4s3)CC2)c1
 : -2.4%, -18.9%, nt, 1.1%, nt, ?, nt, 1.3%
O=S(=O)(c1cccc(-c2nnc3n2CCCCC3)c1)N1CCOCC1
 : 0.4%, -5.9%, -4.3%[10 µM], -0.8%, 13.9%, 3.5%, 0.0%, -5.0%
Cc1ccc(C(=O)O)cc1S(=O)(=O)N1CCOCC1
 : 0.2%, 3.0%, 12.9%[10 µM], -16.3%, -2.8%, -7.6%, -0.1%, 0.8%
COc1ccc(/C=C2\SC(=S)N(CC(=O)OCC(=O)Nc3ccc([N+](=O)[O-])cc3OC)C2=O)cc1
 : -1.8%, -20.2%, -91.4%[inhibitor], 5.4%, i, ?, -0.7%, 3.9%
C=CCO/N=C(\C)c1c(O)c(C)c(-c2ccccc2)n(-c2ccccc2)c1=O
 : 2.0%, -1.3%, -32.0%[10 µM], -17.4%, i, -1.3%, -27.9%, -2.5%
Cc1ccc(/C=C/C(=O)Nc2ccc(S(=O)(=O)Nc3ncccn3)cc2)cc1
 : -0.2%, 11.1%, nt, -10.8%, -8.8%, ?, -2.5%, -19.2%
CCCCc1cc2c(c(NC(=O)CC)n1)c(=O)oc1ccccc12
 : 2.9%, -3.3%, -3.9%[0.074 µM], -2.6%, i, -7.1%, 6.3%[11.4 µM], -2.1%
COc1cc2c(=O)n(Cc3ccccc3)c(=O)n(CC(=O)NCC3CCCO3)c2cc1OC (configuration not stated)
 : -2.2%, -3.6%, 13.9%, -0.5%, -6.4%, -2.2%, nt, -4.2%
Cc1nn(-c2ccccc2)c(C)c1/C=N/NC(=O)c1cc(-c2ccccc2)n[nH]1
 : -14.8%, -24.5%, -53.5%[inhibitor][10 µM], 1.3%, -9.7%, ?, -4.7%, -5.7%
CC(C)(C)OC(=O)N1CCC(C(=O)N[C@H](Cc2ccccc2)C(=O)O)CC1
 : 1.0%, 5.8%, -8.0%[0.074 µM], -15.9%, -8.3%, 8.1%, 3.7%, -8.9%
N#Cc1c(/N=C/c2cccs2)sc2c1CCC2
 : 1.3%, -23.2%, -19.6%, -4.9%, i, 2.82µM*, nt, -2.6%
Cc1ccc(C)c(Nc2c(F)c(F)c(F)c(F)c2C(=O)O)c1
 : 1.1%, -2.5%, -27.7%, 8.6%, -3.3%, 0.9%, nt, 9.6%
CCCN(CCC)CC(O)CN(c1cc([N+](=O)[O-])ccc1OC)S(=O)(=O)c1ccccc1 (configuration not stated)
 : -7.2%, -7.7%, -14.5%, -4.1%, -8.0%, -3.3%, -6.0%, 1.4%
CCN(CC)CCN(C(=O)c1ccc(CN2CCCCC2)o1)C(C(=O)NC1CCCCC1)c1ccc(F)cc1 (configuration not stated)
 : -8.0%, 8.1%[2.34 µM], -3.4%[10 µM], -10.8%, i, 6.0%, 48.5%[activator], 2.3%
Cc1ccc(S(=O)(=O)N2CCC(=O)N([C@H](COCc3cccc(C)c3)Cc3ccccc3)CC2)cc1
 : 4.2%, -2.9%, -27.0%[40.3 µM], 5.2%, -18.9%, -15.5%, nt, 14.6%
Cn1nc(N)c2c(-c3ccccc3)c(C#N)c(N)nc21
 : -5.3%, 17.3%, -8.0%[10 µM], 3.7%, -4.3%, 9.0%, 7.5%, 3.0%
CCn1c(=O)c2cc(C(=O)Nc3cc(OC)c(OC)c(OC)c3)sc2c2ccccc21
 : -11.8%, ?, nt, -2.8%, nt, ?, nt, -2.4%

# Structures shown so far that have fluorine (6):
# Every second line gives: TR SRC2 fluor cs, Tau fluor counter, HTT ATP protect, TRb-SRC2 inh, RECQ1 inh, Tau ThT inhib, L3MBTL1 inh, Tau fibril FP
CC(=O)NC(C)c1nc2ccccc2n1Cc1ccccc1F (configuration not stated)
 : 0.8%, -2.9%, 11.0%[1.9 µM], -2.8%, 0.3%, -5.8%, -0.4%, 0.0%
COC(=O)C(O)(NC(=O)NC(C)=O)C(F)(F)F (configuration not stated)
 : 5.2%, -4.3%, 6.9%, 12.1%, -2.7%, 4.7%, -3.6%, 4.5%
O=C1CSc2ccccc2N1Cc1ccc(F)cc1
 : 0.3%, -12.4%, -2.8%[0.074 µM], -24.3%, i, -0.9%, 12.4%, -5.5%
CCN1CCN(c2cc(C)c3cc(NC(=S)N4CCN(c5ccccc5F)CC4)ccc3n2)CC1
 : 0.2%, ?, -44.9%[inhibitor], 1.0%, -19.8%, ?, nt, 3.0%
Cc1ccc(C)c(Nc2c(F)c(F)c(F)c(F)c2C(=O)O)c1
 : 1.1%, -2.5%, -27.7%, 8.6%, -3.3%, 0.9%, nt, 9.6%
CCN(CC)CCN(C(=O)c1ccc(CN2CCCCC2)o1)C(C(=O)NC1CCCCC1)c1ccc(F)cc1 (configuration not stated)
 : -8.0%, 8.1%[2.34 µM], -3.4%[10 µM], -10.8%, i, 6.0%, 48.5%[activator], 2.3%

# A portion of the library. The share of hits here may be higher or lower than overall.
